ATG4B inh – ATG4B (human) cysteine protease inhibition | Q9Y4P1 | ATG4B cleavage of LC3-PLA2, NBD-HPC fluorescence, 1 h | inhibition, % at 8.33 µM | hit rate 0.51% among 340,000; in the data active = inhibition above about 40%
hIAP activ – human IAP activation; activation factor at 10 µM; P09923; purified human IAP, CDP-Star luminescence, 30 min; active compounds read high; 1 = vehicle-only enzyme, 0 = enzyme-free background; hit rate 0.16% among 330,000; AID 2524;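 active = activation factor of the enzyme at least 2-fold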; note: the source names both 10 and 20 µM as test concentration; values of inactives mirror those of a sister screen read the other way
mIAP act – mouse IAP activation | muIAP, CDP-Star luminescence, 30 min; active compounds read high; 1 = vehicle-only enzyme signal, 0 = enzyme-free wells | activation factor at 10 µM | hit rate 0.24% among 330,000;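 active = activation factor of at least 2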; note: the source names both 10 and 20 µM as test concentration; values of inactives mirror those of a sister screen read the other way
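Assay system: mouse IAP enzyme; reagent: chemiluminescent substrate CDP-Star; dosing: test compounds delivered from DMSO solution; schedule: 30 min at room temperature; measured by: luminescence from enzymatic CDP-Star hydrolysis; controls: DMSO-only wells and no-enzyme negative control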
PfGluPho inh – PfG6PD (Plasmodium falciparum) enzyme inhibition. inhibition, % at 20 µM. AID 504690. PfGluPho enzyme, NADPH resazurin-diaphorase fluorescence. hit rate 0.78% among 350,000;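 active = inhibition reaching at least a set limit at 20 µM in the primary screen, cut at about 59% in these data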;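 note: 0% = DMSO wells with substrate and 100% = DMSO wells lacking glucose-6-phosphate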
mIAP inh – mouse IAP inhibition. AID 2806. inhibition, % at 10 µM. purified mouse IAP, CDP-Star luminescence, 30 min. hit rate 0.2% among 330,000;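 active = inhibition of at least 40% at 10 µM in the primary screen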;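 note: plate controls were DMSO with enzyme for no effect and no enzyme wells for full effect; values of inactives mirror those of a sister screen read the other way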
HKDC1 inhibitor – HKDC1 (human) hexokinase inhibition; Q2TB90; recombinant HKDC1, G6PDH/diaphorase resazurin coupled fluorescence; inhibition, % at 20 µM; hit rate 0.16% among 340,000;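 active = inhibition above about 35% when tested at 20 µM, limit read from the data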;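 note: plate controls were DMSO wells with enzyme for no effect and DMSO wells lacking enzyme for full effect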
Target sequence (Q2TB90 whole entry, looked up): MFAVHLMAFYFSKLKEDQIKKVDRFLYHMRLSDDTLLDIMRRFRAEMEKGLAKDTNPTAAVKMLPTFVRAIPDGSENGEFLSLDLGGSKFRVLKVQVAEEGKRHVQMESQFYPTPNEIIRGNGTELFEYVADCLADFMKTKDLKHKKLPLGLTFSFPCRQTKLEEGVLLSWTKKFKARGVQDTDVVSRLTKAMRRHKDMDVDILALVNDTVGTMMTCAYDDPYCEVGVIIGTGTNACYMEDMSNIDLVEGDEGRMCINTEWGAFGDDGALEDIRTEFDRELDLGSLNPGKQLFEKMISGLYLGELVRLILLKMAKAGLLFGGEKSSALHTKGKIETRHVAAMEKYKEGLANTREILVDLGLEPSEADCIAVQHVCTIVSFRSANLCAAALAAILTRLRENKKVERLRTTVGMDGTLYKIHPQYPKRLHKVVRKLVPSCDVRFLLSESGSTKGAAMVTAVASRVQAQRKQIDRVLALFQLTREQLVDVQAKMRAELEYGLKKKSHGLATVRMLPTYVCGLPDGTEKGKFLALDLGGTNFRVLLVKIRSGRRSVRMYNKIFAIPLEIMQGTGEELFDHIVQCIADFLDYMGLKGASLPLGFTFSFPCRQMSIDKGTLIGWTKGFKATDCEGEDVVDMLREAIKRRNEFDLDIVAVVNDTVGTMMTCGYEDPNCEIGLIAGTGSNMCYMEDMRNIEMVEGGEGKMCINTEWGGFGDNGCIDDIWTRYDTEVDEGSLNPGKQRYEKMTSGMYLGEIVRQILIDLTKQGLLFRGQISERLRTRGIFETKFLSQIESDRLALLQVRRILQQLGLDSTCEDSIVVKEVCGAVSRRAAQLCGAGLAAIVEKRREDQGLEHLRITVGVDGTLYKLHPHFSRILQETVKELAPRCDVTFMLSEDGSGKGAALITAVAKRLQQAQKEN
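Test system: HK5 enzyme. Quantity: 5 µg/mL HK5 final. Reagent: glucose and ATP substrates. Schedule: 90 min reaction incubation at room temperature, dark. Technique: resazurin-to-resorufin fluorescence via G6PDH and diaphorase coupling, 525/613 nm. Control set: DMSO wells with and without enzyme mix.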
hIAP inh – blocks human intestinal alkaline phosphatase; hit rate 0.12% among 330,000; inhibition, % at 10 µM; purified IAP, CDP-Star luminescence, 30 min;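 active = inhibition reaching a set limit with compound at 10 µM in the primary screen, cut at about 35% in these data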;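 note: plate controls were DMSO wells with enzyme for no effect and no-enzyme buffer wells for full effect; values of inactives mirror those of a sister screen read the other way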
APOBEC3A inh – blocks human APOBEC3A ssDNA deamination. hit rate 0.41% among 330,000. inhibition, % at 20 µM. P31941. recombinant A3A, FAM/TAMRA ssDNA deamination fluorescence;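 active = at least 40% inhibition at 20 µM here, with at most 30% in a related deaminase screen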;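 note: plate controls were A3A with DMSO for no effect and wells lacking A3A enzyme for full effect; some results filed as inactive read as strong as hits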
Target sequence (P31941 whole entry, looked up): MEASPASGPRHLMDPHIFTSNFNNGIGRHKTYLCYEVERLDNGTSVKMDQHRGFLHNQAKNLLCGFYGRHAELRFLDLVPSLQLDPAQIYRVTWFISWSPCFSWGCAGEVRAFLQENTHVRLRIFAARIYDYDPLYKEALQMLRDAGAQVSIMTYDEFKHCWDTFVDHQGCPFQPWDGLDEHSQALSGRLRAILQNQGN
Starred values were filed as active, the others as inactive; · = no result given; & = joins results of further samples.

SMILES	ATG4B inh	hIAP activ	mIAP act	PfGluPho inh	mIAP inh	HKDC1 inhibitor	hIAP inh	APOBEC3A inh
Cn1c(=O)c2[nH]c(-c3cccnc3)nc2n(C)c1=O	5	1.1	0.89	2	11	11	-7	-4
O=C(COc1ccc([N+](=O)[O-])cc1Cl)N1CCOCC1	2	1.1	0.98	-6	2	-8	-8	2
CC(C)(C)NC(=O)NC(=O)COC(=O)COc1ccc(Cl)cc1Cl	-11	0.93	1	16	0	-8	7	1
COC(=O)[C@@]1(C)[C@H]2C(=O)N(Cc3ccccc3)C(=O)[C@H]2[C@H]2CN=C(SCC(=O)c3ccccc3)N21	-7	·	0.76	28	24	-4	·	-1
CN(C)S(=O)(=O)c1cc(NC(=O)c2ccc(-n3ccnc3)c([N+](=O)[O-])c2)ccc1Cl	-9	0.95	0.88	38	12	14	5	33
CN(C)c1ccc(C2=NOC(CN3C(=O)c4ccccc4S3(=O)=O)C2)cc1 (stereo not given)	6	1.1	0.93	-4	7	3	-12	1
O=C(c1ccco1)N1CCCN(C(=O)c2ccco2)CC1	6	0.87	1	6	-2	6	13	1
COc1ccc(N2CCN(CC(=O)Nc3cc(C)on3)CC2)cc1	-3	1.1	1.1	-2	-6	-1	-10	-7
O=C(CCC(=O)c1ccccc1)Nc1ccc(C(=O)O)cc1	1	0.96	0.98	-2	2	-9	4	33
C=C1CCN([C@@H](Cc2ccccc2)C(=O)NCc2ccccc2)S(=O)(=O)c2ccccc21	-1	0.95	0.99	18	1	1	5	-2
O=C(NNC(=S)Nc1ccccc1)c1cccs1	-4	1.7	0.83	-8	17	-10	-66	-2
Cc1ccccc1NC(=S)Nc1ccccc1	3	1.1	1	14	0	-3	-10	-9
CCCCc1nc2cc(C(=O)N3CCCC(COC)C3)ccc2o1 (stereo not given)	4	1.1	1	13	0	-5	-11	-5
CC(C)(C)OC(=O)N1CC2Cc3[nH]c(=O)ccc3C(C2)C1 (stereo not given)	-8	0.92	0.95	-9	5	3	8	0
CCC1Nc2ncnc(N3CCN(c4ccccc4)CC3)c2N(Cc2ccc(C)cc2)C1=O (stereo not given)	-14	0.93	0.95	7	5	5	7	-2
CCOC(=O)N1CCC(n2c(SCC(=O)NCc3ccco3)nc3ccsc3c2=O)CC1	-6	0.93	1.1	-1	-5	-8	7	0
Cc1cc([N+](=O)[O-])ccc1NC(=O)COc1nsnc1N1CCOCC1	-8	0.95	1	16	-1	3	5	-1
CCOc1ccc2nc(NCCCNS(=O)(=O)c3ccccc3)c(C#N)cc2c1	-11	0.96	0.84	9	16	14	4	-4
C=CCNC(=O)c1c(Br)cnn1-c1ccc(C)cc1	4	1.1	1.1	-18	-12	12	-11	3
O=C(NNS(=O)(=O)c1ccc2ccccc2c1)c1cccs1	6	1.1	0.98	-1	2	-3	-6	-6
CSc1cccc(NC(=O)/C=C/c2cccc(Cl)c2)c1	-12	0.89	0.99	20	1	-1	11	0
CCCCS(=O)(=O)c1sc2nc(C)cc(C)c2c1N	-7	1.1	0.96	7	4	-8	-10	-3
C=C(C)CNC(=S)N/N=C/c1ccc([N+](=O)[O-])cc1	5	0.76	0.83	10	16	2	24	3
CCCCOc1ccc(N(CC(=O)NCC2CCCO2)C(=O)CCC(=O)Nc2nccs2)cc1 (stereo not given)	-3	0.97	0.96	2	4	8	3	-5
Cc1ccc(S(=O)CCNC(=O)Cc2ccccc2)cc1 (stereo not given)	-12	0.89	1.1	14	-15	-1	11	4

Reprinted at random: 3 compounds from above, in no set order.
SMILES	ATG4B inh	hIAP activ	mIAP act	PfGluPho inh	mIAP inh	HKDC1 inhibitor	hIAP inh	APOBEC3A inh
CC(C)(C)NC(=O)NC(=O)COC(=O)COc1ccc(Cl)cc1Cl	-11	0.93	1	16	0	-8	7	1
CCOC(=O)N1CCC(n2c(SCC(=O)NCc3ccco3)nc3ccsc3c2=O)CC1	-6	0.93	1.1	-1	-5	-8	7	0
C=C(C)CNC(=S)N/N=C/c1ccc([N+](=O)[O-])cc1	5	0.76	0.83	10	16	2	24	3

(next part)
SMILES	ATG4B inh	hIAP activ	mIAP act	PfGluPho inh	mIAP inh	HKDC1 inhibitor	hIAP inh	APOBEC3A inh
Nc1ccccc1SCC(=O)Nc1ccc(N2CCOCC2)cc1	-11	1	0.69	20	31	2	-2	3
CCCCC(CC(C)O)c1n[nH]c(=S)n1-c1ccccc1 (stereo not given)	0	0.95	0.99	38	0	-12	5	-1
COc1cc2[nH]c3c(=O)n(N)c(=O)[nH]c3c2cc1OC	-5	1.1	1	16	-5	1	-6	2
COc1cc(/C=C2/C(=N)N3C=CSC3=NC2=O)ccc1OCCOc1ccc(NC(C)=O)cc1	-5	0.93	0.84	-7	16	1	7	-4
CC(NC(=O)C1(S(=O)(=O)c2ccc(Cl)cc2)CC1)c1ccccc1 (stereo not given)	1	1.3	1.1	-10	-10	-6	-30	-1
COC(=O)C1=CN(C)C=C(C(=O)OC)C1c1ccccc1Cl	-9	1.1	1.1	22	-12	4	-7	1
Cc1nc(SCc2cccc(F)c2)c2oc3ccccc3c2n1	2	0.91	0.98	11	2	2	9	-2
CC1=CC(C)C2(CO)COC(c3cccnc3)C1C2C (stereo not given)	10	0.83	1	-2	-3	-1	17	0
N#CCCNc1c(Cl)cc(Cl)cc1C(=O)O	1	0.89	0.95	-15	5	-2	11	1
CCOC(=O)c1nnn(-c2nonc2-n2cccc2)c1CN1CCC(C(=O)OCC)CC1	8	0.93	0.94	4	6	-4	7	2
O=C(NCc1ccc(N2CCCC2=O)cc1)c1cnccn1	-8	0.91	0.93	-12	8	-5	9	-2
COc1cccc(C(=O)NCC(c2ccc3c(c2)OCO3)N2CCN(c3ccc(F)cc3)CC2)c1 (stereo not given)	-2	0.99	1	1	-1	8	0	-2
CC(C)=CC(=O)NCCc1ccccc1	2	1.1	1.1	-16	-5	-9	-10	1
CCCCn1c(=O)n(CC(=O)Nc2ccc(OC)c(Cl)c2)c(=O)c2c1nc(CO)n2CCC	-7	1	1	-11	-5	-9	-4	6
CCn1c(SCc2ccc(C)cc2)nnc1-c1cnccn1	18	1.1	1.1	9	-10	-3	-7	-1
Cc1nc2ccccc2n1C1CCN(C(=O)Nc2ccccc2)CC1	-5	0.95	1.1	0	-5	-7	5	0
NC(=O)C1CCN(c2nc(-c3cccnc3)cs2)CC1	-1	1	0.91	22	10	-1	-2	-3
Cc1ccccc1OCc1n(CC(=O)OC2CC(C)CCC2C(C)C)c2ccccc2[n+]1C (stereo not given)	18&9	1	1.1	-4&-5	-7	-5&-2	-2	3
COc1ccccc1C(=O)Nc1nnc(CCc2ccccc2)s1	3	0.76	1.1	-6	-5	5	24	-2
COc1ccccc1CNC(=O)CCS(=O)(=O)c1cccc2nonc12	-11	0.89	1.1	6	-6	0	11	2
Cc1ccc(NC(=O)CN2C(=O)/C(=C\c3cccs3)SC2=S)cc1	3	0.93	0.96	-35	4	-4	7	2
COc1ccccc1NCC(=O)NNC(C)C(=O)Nc1cccc(Cl)c1 (stereo not given)	-2	1.1	0.93	50	7	-2	-5	-2
c1ccc2c(c1)c1ccccc1n2CN1CCOCC1	-19	0.85	0.99	-18	1	-7	15	-3
CCNc1nc(Oc2ccccc2)nc(OC(C)C(=O)OCC)n1 (stereo not given)	6	1.1	0.91	1	9	-5	-7	-3
CSc1nc(C)cc(-n2ccc(=O)[nH]c2=O)n1	0	1.2	1	-13	-1	-3	-16	-3

The list goes on:
SMILES	ATG4B inh	hIAP activ	mIAP act	PfGluPho inh	mIAP inh	HKDC1 inhibitor	hIAP inh	APOBEC3A inh
COc1ccc(C(CNC(=O)COc2ccc(Cl)cc2C)N2CCCCC2)cc1 (stereo not given)	-2	1.1	1	16	-3	-2	-9	-5
Cc1cc(C)c(C#N)c(N2CCN(Cc3ccc4c(c3)OCO4)CC2)n1	13	0.96	0.92	-13	8	1	4	5
CCC(Sc1ncccc1C(=O)O)C(=O)N1CCCC1 (stereo not given)	0	0.99	1	-11	-4	-4	0	-3
COc1cc(C(C)=O)ccc1OCC(=O)N1CCc2ccccc2C1	-4	1	0.89	-4	11	-8	-2	-5
C=C(C)Cn1c(SCC(=O)O)nc2c1c(=O)[nH]c(=O)n2C	-1	1.1	1	5	0	-2	-14	-4
C/C(=N/OCO/N=C(\C)c1ccccc1)c1ccccc1	10	0.89	0.99	-2	0	-4	11	0
O=C(COCC(=O)N/N=C/c1ccccc1F)N/N=C/c1ccccc1F	-9	0.96	0.83	8	17	-7	4	-6
Cc1cccc(NC(=O)CCc2c(C)nc3ncnn3c2C)n1	-5	0.99	0.96	-13	4	-5	1	4
CC(CN1CCN(c2ccccc2)CC1)c1ccccc1 (stereo not given)	7	0.94	1	-5	-3	-5	6	-3
COC(=O)c1ccccc1N/C=C1\CCc2c(c(C)nn2-c2ccccn2)C1=O	-6	0.82	1	74*	-2	-1	18	0
CCCCN(C(=O)NC(=O)Nc1cc(C)ccc1C)S(C)(=O)=O	-9	1.1	1.3	-9	-25	2	-12	-2
N=C1/C(=C/c2coc3ccccc3c2=O)C(=O)N=C2SC(c3ccco3)=NN12	45*	0.99	0.69	15	32	38*	1	30
COc1ccccc1OC(C)C(=O)Nc1ccccc1C(=O)NCc1cccnc1 (stereo not given)	0	0.95	1	-4	0	-4	5	-4
COc1ccc(C(=O)NC2CCN(CC(=O)Nc3cccc(OC)c3)CC2)cc1	-4	1.4	1	-4	-1	-3	-38	7
CCOC(=O)N1CCN(S(=O)(=O)N2CCCC(C(=O)NCc3cccc(OC)c3)C2)CC1 (stereo not given)	-1	1.1	0.97	0	3	-3	-7	-2
O=C(CCS(=O)(=O)c1ccc(Br)cc1)N1CCN(c2ccc(Cl)cc2)CC1	-14	0.83	1	0	-4	8	17	10
O=C(NCC1CCCO1)C(c1cccs1)N(C(=O)Cn1nnc(-c2cccs2)n1)C1CCCC1 (stereo not given)	-7	1	0.96	-3	4	5	-2	-3
O=C(NCc1ccc(F)cc1)C1CC(=O)N(CCc2ccccc2)C1 (stereo not given)	-5	0.89	1.1	-5	-6	-4	11	-9
Cc1ccc(NC(=O)CCC(=O)NNC(=O)Cc2ccccc2)cc1C	4	1.1	0.71	8	29	-5	-5	3
CCN(CC)CCCn1c2c(c(SCC(=O)Nc3ccc4c(c3)OCO4)nc1=O)CCC2	0	1	0.94	-15	6	0	0	-2
CCC(=O)Nc1nc(C)nc(C)c1C(C)=O	-4	0.94	1.1	-7	-6	-5	6	0
O=C(CSc1nnc(C2CC2)n1CC1CCCO1)Nc1ccc(Cl)cc1 (stereo not given)	-6	0.84	0.95	5	5	-1	16	-2
COc1cccc(C(=O)NC(=S)N2c3ccccc3CC2C)c1OC (stereo not given)	-6	1	1	-6	-1	-2	-2	0
O=C(Nc1cccnc1)c1ccc(NS(=O)(=O)c2cccc([N+](=O)[O-])c2)cc1	-4	0.94	0.98	-14	2	-2	6	-1
CCc1ccc(S(=O)(=O)NC(=S)NC2CCCCC2)cc1	9	0.88	1	-22	-2	-6	12	-3
CCC(CC)C(=O)Nc1ccccc1-n1cccc1	-1	0.96	1	-22	-3	-10	4	1
CCN1C(=NCC2CC2)N[C@@H](c2ccccc2)C(C(=O)OC)=C1C	5	1	0.91	-2	9	-6	-4	46*

Sorted by value in hIAP inh (ascending): 5 of the compounds above
| mol | hIAP inh |
| --- | --- |
| CCCCN(C(=O)NC(=O)Nc1cc(C)ccc1C)S(C)(=O)=O | -12 |
| CCOC(=O)N1CCN(S(=O)(=O)N2CCCC(C(=O)NCc3cccc(OC)c3)C2)CC1 (stereo not given) | -7 |
| O=C(NCC1CCCO1)C(c1cccs1)N(C(=O)Cn1nnc(-c2cccs2)n1)C1CCCC1 (stereo not given) | -2 |
| N=C1/C(=C/c2coc3ccccc3c2=O)C(=O)N=C2SC(c3ccco3)=NN12 | 1 |
| CCc1ccc(S(=O)(=O)NC(=S)NC2CCCCC2)cc1 | 12 |
